Assay outcomes from PubChem.
Tau fibril FP = tau fibrillization inhibition (FP). AID 1468. 280,000 tested, 0.39% active. Potency, µM (titrated, usually from 57.7 µM), for the others: top-dose activity, negative = inhibition, actives largely listed as inhibitors. K18 P301L tau heparin fibrillization, Alexa594 FP, 6 h; note: potency is the fitted concentration of half-maximal effect; % is set by controls: 0 for no effect and ±100 for the full control effect; nearly all actives have a fitted effect of over 55% in size
Target sequence (P10636 561-689 P618L limits assumed): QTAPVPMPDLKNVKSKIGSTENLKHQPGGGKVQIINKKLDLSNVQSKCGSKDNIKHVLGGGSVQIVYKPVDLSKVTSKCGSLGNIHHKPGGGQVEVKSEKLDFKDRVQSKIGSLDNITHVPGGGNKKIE
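Read-out: fluorescence polarization of Alexa 594-labeled tau (0.24 uM), 555 nm excitation, 632 nm emission. Mixtures held 15 uM unlabeled K18 P301L, compound and 20 uM heparin, pH 7 acetate buffer, incubated 6 hr at 37 C.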
Epigenetic derep = derepresses silenced GFP reporter in murine cells | murine LDR cells, GFP reporter derepression, 30 h | Potency, µM (series often up to 53.9 µM), without a hit: at the highest dose GFP activation, hits mostly activators | 280,000 tested, 0.2% active; note: potency is the fitted concentration of half-maximal effect; % of control where 0% means no effect; nearly all actives have a fitted effect of over 60% in size
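In this reporter-derepression format, murine cells bearing a silenced integrated CMV-GFP locus incubate with test compound (30 h, 37 C), then are washed and imaged; fluorescent objects of 20–120 um count as induced cells.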
NPSR antag = blocks cAMP signaling of the human neuropeptide S receptor; Potency, µM (highest dose often 38.3 µM), for inactives: at the highest dose activity change, negative = inhibition, hits mostly inhibitors; 220,000 tested, 1% active; CHO-NPSR cells, cAMP TR-FRET, antagonist mode; Q6W5P4; note: potency is the fitted concentration of half-maximal effect; % is set by controls: 0 for no effect and ±100 for the full control effect; nearly all actives have a fitted effect of over 50% in size; many of its hits are not listed in these tables
Target sequence (Q6W5P4 whole entry, looked up): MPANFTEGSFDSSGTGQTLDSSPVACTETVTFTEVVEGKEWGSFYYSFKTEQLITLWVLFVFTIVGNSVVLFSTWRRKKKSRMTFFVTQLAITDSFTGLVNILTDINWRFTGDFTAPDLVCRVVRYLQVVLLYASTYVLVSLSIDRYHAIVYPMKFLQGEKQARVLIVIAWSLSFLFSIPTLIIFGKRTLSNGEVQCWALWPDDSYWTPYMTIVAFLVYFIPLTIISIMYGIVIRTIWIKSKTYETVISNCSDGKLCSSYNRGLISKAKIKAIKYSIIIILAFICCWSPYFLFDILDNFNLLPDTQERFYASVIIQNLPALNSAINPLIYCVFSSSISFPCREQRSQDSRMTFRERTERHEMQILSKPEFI
aGal spleen mod = inhibitors or activators of human alpha-galactosidase in spleen homogenate | P06280 | human spleen homogenate, 4MU-alpha-Gal fluorescence, 40 min | Potency, µM (titrated, usually from 80 µM), for inactives: at the top dose activity change, negative = inhibition, hits mostly inhibitors | 240,000 tested, 0.008% active;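 note: potency is the fitted concentration of half-maximal effect; 0% = enzyme with vehicle and -100% = no enzyme basal signal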
Target sequence (P06280 32-429 limits assumed): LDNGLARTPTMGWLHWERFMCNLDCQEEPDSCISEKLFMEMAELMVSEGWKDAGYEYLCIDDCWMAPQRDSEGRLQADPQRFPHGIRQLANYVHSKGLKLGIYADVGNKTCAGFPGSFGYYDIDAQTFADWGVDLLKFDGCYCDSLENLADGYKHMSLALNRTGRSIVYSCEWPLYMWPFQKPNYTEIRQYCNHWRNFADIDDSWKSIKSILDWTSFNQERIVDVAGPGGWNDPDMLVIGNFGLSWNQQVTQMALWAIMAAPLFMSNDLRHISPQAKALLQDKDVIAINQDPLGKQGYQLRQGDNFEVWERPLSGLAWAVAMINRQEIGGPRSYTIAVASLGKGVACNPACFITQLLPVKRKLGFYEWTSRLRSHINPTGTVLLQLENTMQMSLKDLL
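Fluorogenic readout (Ex 365/Em 440 nm) of 4-methylumbelliferone released from 1 mM 4-MU-alpha-galactoside by spleen homogenate, 40 min at 37C, pH 5.0. Data normalized to no-enzyme and enzyme controls; Hill-equation AC50 from compound titrations.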
TexasRed fluor = counter-screen for TRb-SRC2 inhibitors: fluorescence interference. TRb/SRC2 Texas Red total fluorescence interference. Potency, µM (doses to about 106 µM), inactives show at the top dose fluorescence change, negative = quenching. 280,000 tested, 0.29% active; active = well fitted curve in either direction with a large enough effect; inconclusive = small, poorly fitted or top-dose-only effect; note: potency is the fitted concentration of half-maximal effect; % is set by controls: 0 for no effect and ±100 for the full control effect
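Flags fluorescent or light-absorbing compounds by total fluorescence, S + 2P, at 555 nm excitation and 632 nm emission. Mixture: 20 nM Texas Red SRC2 peptide, 0.6 uM human TRb LBD, 1 uM T3, 5% DMSO; compound exposure 5 h at ambient temperature.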
CBFb-RUNX1 inh = blocks binding between human CBF-beta and RUNX1; 230,000 tested, under 10 active; AID 1477; AlphaScreen CBFb-His/RUNX1-biotin binding, biochemical; Potency, µM (highest dose often 59.8 µM), for the others: top-dose activity, negative = inhibition, hits mostly inhibitors; Q01196+Q13951; note: % of control where 0% means no effect
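Inhibition was taken as any reduction in AlphaScreen signal from the CBF-beta–RUNX1 pair (His and biotin tags, 30 nM each), measured after compound (15 min) and bead (90 min) incubations at room temperature.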
Tau fluor cs = counter-screen for tau fibril formation inhibitors; 280,000 tested, 0.93% active; Potency, µM (top dose mostly 57.7 µM), inactives show at the top dose activity change, negative = decrease; tau K18 P301L (four-repeat tau fragment) Alexa594 fluorescence, heparin fibrillization; note: potency is the fitted concentration of half-maximal effect; % is set by controls: 0 for no effect and ±100 for the full control effect; nearly all actives have a fitted effect of over 55% in size
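Human K18 P301L tau (15 uM unlabeled plus 0.24 uM Alexa 594-labeled, final) in 100 mM sodium acetate pH 7 was mixed with compound and 20 uM heparin and incubated 6 hr at 37 C.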
TRb SRC2 PPI = inhibitors of human thyroid hormone receptor beta-SRC2 interaction | TRbeta-SRC2 peptide binding, fluorescence polarization; receptor liganded with 1 µM T3 | Potency, µM (top dose mostly 106 µM), without a hit: top-dose activity change, negative = inhibition, actives largely listed as inhibitors | 280,000 tested, 0.065% active | AID 1469;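 note: potency is the fitted concentration of half-maximal effect; plate controls were bound peptide for no effect and peptide without receptor for full effect; nearly all actives have a fitted effect of over 50% in size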
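Read-out is fluorescence polarization (555 nm excitation, 632 nm emission) of a Texas Red SRC2 coactivator peptide; loss of signal reflects blocked binding to human TRb ligand-binding domain in the presence of 1 uM T3.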
The depositor's hits bear a star; u = inconclusive; x = not tested or not shown; & = joins results of further samples; [ ] = dose if it differs, or a comment. Unless noted, calls come from the whole dose curve; as a rule, active = well fitted curve in the direction sought with a large enough effect; inconclusive = small, poorly fitted or top-dose-only effect, or another doubt; inactive = no such curve, though single readings can be large; an effect the other way counts as inactive or inconclusive. A portion of the library; the hit share may differ from the screen's.

SMILES | Tau fibril FP | Epigenetic derep | NPSR antag | aGal spleen mod | TexasRed fluor | CBFb-RUNX1 inh | Tau fluor cs | TRb SRC2 PPI
COc1ccc(/C=C/C(=O)OCC(=O)Nc2ccc(C)cc2)cc1S(=O)(=O)N1CCOCC1 | -6% | -0.9% | 2% | 4% | 2% | 2% | -12% | 0%
Cn1cc(CC(=O)N2CCN(c3ccccc3F)CC2)c2ccccc21 | 6% | 1.8% | -7%[46.1 µM] | 4% | 0% | -9% | -15% | -5%
COc1cc(CNn2c(C)n[nH]c2=S)cc(Cl)c1OCc1ccc(F)cc1 | 1% | 0.0% | -22%[46.1 µM] | 12% | -4% | -23% | u | 4%
CC12COC3(C(=O)Nc4ccc(Cl)cn4)CC1CCC32C (stereo not given) | -5% | -13% | -14%[46.1 µM] | 5% | -1% | 10% | -5% | -5%
O=C(NCc1ccccc1F)C1CCN(c2nnc(-n3cccc3)s2)CC1 | -2% | -0.4% | x | x | 1% | x | -13% | 7%
CC(C)CCSc1cc(NCCO)c([N+](=O)[O-])c2nonc12 | 2% | -0.4% | -13% | -22% | -7% | -4% | -30% | -5%
COc1ccc(-n2nnnc2/C=C/Nc2cc(C(F)(F)F)ccc2OC)cc1 | -16% | -0.3% | 3%[7.67 µM] | 6% | 0% | 7% | u | -5%
Cn1cc(/C=C/C(=O)N2CCCC(C(=O)c3cccc(C(F)(F)F)c3)C2)cn1 (stereo not given) | -3% | -0.2% | -2% | -8% | -4% | 8% | -4% | 0%
O=C(/C=C/c1ccco1)NC1CCCC1 | -9% | -1.8% | 0% | 5% | -1% | -1% | -1% | -6%
CCCn1c(SCC(=O)NCc2ccc(Cl)cc2)n[nH]c1=O | -1% | 2.9% | 3% | 2% | 1% | 5% | -2% | 3%
c1ccc(COc2ccc(CNCc3cccs3)cc2)cc1 | -2% | -1.5% | -8%[46.1 µM] | 3% | 0% | -2% | 0% | 9%
O=[N+]([O-])c1ccc(CSc2ncnc3c2ncn3[C@@H]2O[C@H](CO)[C@H](O)[C@H]2O)cc1 | -6% | 1.1% | -21%[46.1 µM] | -2% | -2% | 12% | -6% | 5%
O=C(N/N=C/c1c[nH]c2ccccc12)c1cccs1 | 11% | 0.5% | -19% | 1% | -1% | -1% | u | -2%
Cc1ccc(C(=O)Oc2ccc(Cl)c3cccnc23)cc1[N+](=O)[O-] | u | u | u | 5% | -5% | -29% | u | -8%
CCCCCn1c(CN2CCN(Cc3ccccc3)CC2)nc2c1c(=O)n(C)c(=O)n2C | -12% | 2.3% | u | 8% | -4% | -6% | -8% | 3%
COc1ccc(S(=O)(=O)NCc2ccc(C(=O)N(C)Cc3ccco3)cc2)cc1 | 9% | -0.7% | -6%[46.1 µM] | 0% | -5% | 1% | -4% | 1%
Cc1ccc(NC(=O)CCCn2c(=O)c3cccn3c3ccccc32)c(C)c1 | -8% | 0.8% | x | x | -27% | x | -13% | 6%
COc1ccc(-c2csc(CCn3nc(C)cc3C)n2)cc1 | -1% | 1.9% | 4% | 6% | 1% | -5% | -8% | 1%
c1cncc(-c2nn[nH]n2)c1 | 2% | -1.1% | 10%[46.1 µM] | 8% | 0% | -1% | 9% | -23%
O=C(c1ccc2c(c1)N(Cc1c(F)cccc1Cl)C(=O)c1ccccc1S2)N1CCOCC1 | 3% | 2.7% | x | x | -1% | x | -10% | 10%
O=C(O)CP(=O)(O)O | 5%&-4% | 13%&3.5% | 18% | 2%&-3% | -1%&-1% | 7%&-7% | -10%&-2% | 8%&-6%
O=C(Nc1ncc(S(=O)(=O)c2ccc([N+](=O)[O-])cc2)s1)c1cccnc1 | -7% | 9.3% | 5% | 17% | -4% | -5% | u | -3%
COc1ccc(-n2c(Cc3cccn3C)nnc2SCC(=O)N2CCOCC2)cc1 | 16% | -1.0% | 9% | -3% | -1% | -5% | 2% | -1%
CCN(CC)c1nc(C(N)=O)cc(-c2ccccc2)n1 | 1% | -1.0% | -9%[46.1 µM] | 3% | 0% | 18% | -14% | -19%
CCCCOC(=O)Nc1ccc(N2CCCCC2)cc1 | 11% | 0.7% | -11%[46.1 µM] | -3% | 4% | 0% | -24% | 2%

Some values from above.
Tau fluor cs, O=C(/C=C/c1ccco1)NC1CCCC1 reads -1%
NPSR antag, O=C(Nc1ncc(S(=O)(=O)c2ccc([N+](=O)[O-])cc2)s1)c1cccnc1 reads 5%

Quoted at random: two records from the list.
SMILES | Tau fibril FP | Epigenetic derep | NPSR antag | aGal spleen mod | TexasRed fluor | CBFb-RUNX1 inh | Tau fluor cs | TRb SRC2 PPI
CCCCOC(=O)Nc1ccc(N2CCCCC2)cc1 | 11% | 0.7% | -11%[46.1 µM] | -3% | 4% | 0% | -24% | 2%
c1cncc(-c2nn[nH]n2)c1 | 2% | -1.1% | 10%[46.1 µM] | 8% | 0% | -1% | 9% | -23%

(list continues)
SMILES | Tau fibril FP | Epigenetic derep | NPSR antag | aGal spleen mod | TexasRed fluor | CBFb-RUNX1 inh | Tau fluor cs | TRb SRC2 PPI
O=C(NCC1(N2CCCCC2)CCCCC1)c1ccc(S(=O)(=O)N2CCCC2)cc1 | 2% | -1.8% | 9% | 4% | -2% | 6% | -5% | -3%
Cn1cc(S(=O)(=O)N2CCCCCC2)cc1C(=O)NCc1ccccc1Cl | -5% | 2.5% | x | x | -2% | x | -15% | -4%
O=C(NCc1cccs1)NC1CCCCC1 | 5% | -4.1% | 4%[46.1 µM] | -10% | -1% | 6% | 7% | 0%
COC(=O)c1scc(-c2ccc(C)cc2)c1S(=O)(=O)Nc1cc(Cl)c(OC)cc1OC | u | 0.0% | x | x | -1% | x | u | -6%
Cc1cc(C(=O)Nc2ccccc2C(=O)O)ccc1NC(=O)COc1cccc([N+](=O)[O-])c1 | 5% | -1.0% | 38% | 1% | -8% | 5% | -13% | 4%
O=C(CN1C(=O)C2C3CCC(C3)C2C1=O)Oc1ccc2ccccc2c1 (stereo not given) | 6% | -1.0% | 12% | 4% | 2% | 0% | -14% | 2%
C=CCN(CC=C)C(=S)Nc1cc(Cl)ccc1OC | -4% | -1.2% | -19% | -3% | -3% | 3% | -16% | -9%
CCOc1ccc2nc(Cl)sc2c1 | -7% | -1.3% | 11% | 3% | 0% | 3% | -8% | -1%
O=C1NC[C@@H](Cc2ccc(O)cc2)N(CCc2cccc(F)c2)C1=O | 1% | 1.6% | 9% | 10% | -1% | -17% | 23% | -1%
CC(C)n1c(SCC(=O)NCc2ccco2)nc2c1c(=O)n(C)c(=O)n2C | 1% | 1.0% | -5%[46.1 µM] | 0% | -2% | 7% | -2% | -2%
OC(COc1ccc2ccccc2c1Br)Cn1ccnc1 (stereo not given) | 0% | -1.1% | 0%[46.1 µM] | -11% | -8% | 2% | -12% | -4%
COc1ccc(C(NC(=O)N2CC(C)OC(C)C2)C(Cl)(Cl)Cl)cc1F (stereo not given) | -3% | 0.0% | 12% | 9% | -1% | -4% | -6% | 10%
COC(=O)C(=N/Nc1ccccc1C(=O)OC)/C(C)=N/O | -5% | 1.0% | 6% | 1% | -3% | 9% | 0% | 1%
O=C(Nc1nc(-c2ccccc2)cs1)c1cccc([N+](=O)[O-])c1 | 14% | 10% | -12%[46.1 µM] | -2% | -4% | -13% | 16µM*[quencher] | -5%
O=C(CCc1ccccc1)NC1CC(=O)N(c2ccccc2)C1 (stereo not given) | 7% | 0.3% | x | x | 0% | x | -3% | -2%
Cc1cc(OC(=O)c2ccc3ccccc3c2)c([N+](=O)[O-])c(=O)[nH]1 | 1% | -1.7% | 9% | 5% | 0% | 5% | -2% | -2%
Cc1nn(-c2ccc(N3CCCC3)nn2)c(C)c1CCC(=O)NCc1ccc(OC(C)C)cc1 | 5% | 0.0% | x | x | 1% | x | -2% | 2%
CCOc1ccc(/C(O)=C2/C(=O)C(=O)N(CCOCCO)C2c2cccnc2)cc1 (stereo not given) | -2% | -0.4% | u | -4% | 1% | 2% | 1% | 5%
O=C(CCN1C(=O)c2ccccc2C1=O)Nc1cccnc1 | 8% | 4.7% | 11%[46.1 µM] | 4% | -2% | 8% | -2% | -1%
O=c1[nH]n2c(-c3ccccc3)nc(O)c2c2ccccc12 | 3% | -1.2% | 2% | 4% | 3% | 7% | -2% | 1%
O=C(/C=C/c1ccc2c(c1)OCCCO2)c1ccccc1O | 3% | 0.0% | -18% | 5% | -1% | 1% | -14% | 6%

Filtered by structure, those above with a furan ring, fused or not (3)
SMILES | Tau fibril FP | Epigenetic derep | NPSR antag | aGal spleen mod | TexasRed fluor | CBFb-RUNX1 inh | Tau fluor cs | TRb SRC2 PPI
O=C(/C=C/c1ccco1)NC1CCCC1 | -9% | -1.8% | 0% | 5% | -1% | -1% | -1% | -6%
COc1ccc(S(=O)(=O)NCc2ccc(C(=O)N(C)Cc3ccco3)cc2)cc1 | 9% | -0.7% | -6%[46.1 µM] | 0% | -5% | 1% | -4% | 1%
CC(C)n1c(SCC(=O)NCc2ccco2)nc2c1c(=O)n(C)c(=O)n2C | 1% | 1.0% | -5%[46.1 µM] | 0% | -2% | 7% | -2% | -2%
